CSN inh: blocks human CSN-mediated cullin deneddylation. Q92905. AID 651999. hit rate 0.38% among 360,000. Purified CSN, SCF-Nedd8-OG deneddylation, fluorescence polarization. inhibition, % at 12.5 µM;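 active = pattern-corrected inhibition above about 35%, with an unprinted fluorescence ratio check between 0.5 and 1.5, limit read from the data, passing the limit was not always enough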;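 note: 0% = enzyme with substrate and 100% = substrate without enzyme; some results filed as inactive read as strong as hits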
Target sequence (Q92905 whole entry, looked up, one chain of several): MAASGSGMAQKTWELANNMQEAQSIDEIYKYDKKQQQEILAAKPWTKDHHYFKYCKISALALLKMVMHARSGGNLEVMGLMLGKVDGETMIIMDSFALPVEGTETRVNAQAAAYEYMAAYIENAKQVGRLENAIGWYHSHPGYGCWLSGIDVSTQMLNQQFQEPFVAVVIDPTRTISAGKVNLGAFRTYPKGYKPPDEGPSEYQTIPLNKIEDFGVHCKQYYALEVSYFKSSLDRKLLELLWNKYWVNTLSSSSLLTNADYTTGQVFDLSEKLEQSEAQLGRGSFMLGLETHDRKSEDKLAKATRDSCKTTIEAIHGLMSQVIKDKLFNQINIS
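Assay system: purified human Csn5 enzyme expressed in HEK293T cells; Input: 0.24 nM Csn5 enzyme, final concentration; Reagent: 10 nM SCFSkp2-Nedd8OG; Compound dosing: 12.5 µM single point; Times: reaction 90 min, room temperature; Technique: fluorescence polarization readout.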
Scp-1 inhibitor: inhibitors of human Scp-1 phosphatase; Q9GZU7; hit rate 0.88% among 340,000; inhibition, % at 20 µM; Recombinant Scp1, phosphopeptide, malachite green phosphate absorbance;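 active = inhibition above about 50% at 20 µM, limit read from the data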;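 note: plate controls were DMSO wells with enzyme for no effect and wells lacking enzyme for full effect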
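System: SCP-1 catalytic domain; Reagent: Phospho 17-mer peptide substrate; Doses: one concentration, 20 µM, with 1.0% DMSO; Incubation: 45 min room-temperature reaction, 5 min colour, 30 min stabiliser; Signal: Phosphate-binding colour reagent, absorbance read at 630 nm.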
STEP inh: blocks human striatal-enriched tyrosine phosphatase; P54829; recombinant STEP, OMFP fluorogenic substrate, fluorescence; inhibition, % at 20 µM; hit rate 0.25% among 360,000;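 active = inhibition at 20 µM, scaled per plate between control wells, above about 37%, limit read from the data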;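 note: 0% = DMSO with enzyme and substrate and 100% = substrate only without enzyme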
Target sequence (P54829 whole entry, looked up): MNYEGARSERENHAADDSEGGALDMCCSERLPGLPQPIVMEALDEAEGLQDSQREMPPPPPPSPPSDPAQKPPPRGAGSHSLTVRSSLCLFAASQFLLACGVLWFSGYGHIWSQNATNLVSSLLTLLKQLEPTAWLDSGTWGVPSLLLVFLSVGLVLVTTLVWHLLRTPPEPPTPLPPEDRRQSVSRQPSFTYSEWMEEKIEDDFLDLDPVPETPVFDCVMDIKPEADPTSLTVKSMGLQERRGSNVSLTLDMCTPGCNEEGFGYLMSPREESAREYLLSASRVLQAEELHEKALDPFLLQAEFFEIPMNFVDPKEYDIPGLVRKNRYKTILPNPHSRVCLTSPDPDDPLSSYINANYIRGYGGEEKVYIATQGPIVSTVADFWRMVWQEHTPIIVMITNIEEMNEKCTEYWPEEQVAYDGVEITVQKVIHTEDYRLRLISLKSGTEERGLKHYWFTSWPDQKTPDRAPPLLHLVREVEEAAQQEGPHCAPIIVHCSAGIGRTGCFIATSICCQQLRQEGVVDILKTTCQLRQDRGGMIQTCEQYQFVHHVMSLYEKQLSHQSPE
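System: STEP phosphatase, cell-free reaction; Buffer or medium: Bis-Tris pH 6.0 buffer with DTT, detergent; Incubation: 20 min at room temperature, dark; Measured by: fluorescence, 480/540 nm.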
LMPTP inh: LMPTP (human) inhibition; P24666; recombinant LMPTP-A, OMFP fluorogenic substrate, fluorescence intensity; inhibition, % at 20 µM; hit rate 0.22% among 360,000; AID 651560;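 active = compounds that cut the enzyme signal by at least half of the control window in the single-dose screen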;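 note: plate controls were DMSO wells with enzyme plus substrate for no effect and substrate without enzyme for full effect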
Target sequence (P24666 whole entry, looked up): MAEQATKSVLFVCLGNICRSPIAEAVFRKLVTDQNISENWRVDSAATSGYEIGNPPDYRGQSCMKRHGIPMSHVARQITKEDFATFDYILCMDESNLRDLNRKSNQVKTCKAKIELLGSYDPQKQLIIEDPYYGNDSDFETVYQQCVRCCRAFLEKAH
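Assay system: LMPTP-A enzyme. Input: 0.625 nM LMPTP-A final. Probe or stimulus: 400 µM OMFP. Compound dosing: single 20 µM dose. Schedule: 50 min dark incubation at room temperature. Detection: fluorescence intensity of OMFP turnover product. Read-out: percent inhibition versus substrate-only and uninhibited controls. Benchmarks: no-enzyme low control, uninhibited high control.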
TbMetRS inhib: Trypanosoma brucei MetRS inhibition | AID 624268 | inhibition, % at 11.9 µM | hit rate 0.4% among 360,000 | purified T. brucei MetRS, ATP depletion, Kinase-Glo luminescence;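 active = inhibition above a per-plate cutoff of the control wells' mean inhibition plus 3 SD, cut at about 5.5% in these data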;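 note: 0% = DMSO wells median and 100% = median of wells with control inhibitor compound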
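Assay system: T. brucei methionyl-tRNA synthetase, purified | Medium: HEPES buffer with MgCl2, KCl, DTT, spermine, BSA, pyrophosphatase | Compound: 11.9 µM single point | Incubation: 15 min enzyme-compound preincubation, 2 h reaction, 10 min detection, 25 °C | Measured by: Kinase-Glo luciferase luminescence reporting remaining unconsumed ATP | Measure: % inhibition normalized to control-well medians | Replication: Singlicate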
NadD inh: NadD (S. aureus) enzyme inhibition | purified NadD enzyme, colorimetric absorbance read-out | inhibition, % at 20 µM | hit rate 0.78% among 360,000; in the data active = inhibition above about 26%; note: some compounds past the cut are filed as inactive
PABP1 MLLE inh: inhibitors of microRNA-mediated deadenylation, human PABP1 MLLE binding. P11940. hit rate 0.36% among 360,000. GST-MLLE / FITC-PAM2 fluorescence polarization. inhibition, % at 20 µM. AID 588489; in the data active = inhibition above about 35%, passing the limit was not always enough;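 note: plate controls were DMSO wells with GST-MLLE for no effect and wells lacking GST-MLLE protein for full effect; some results filed as inactive read as strong as hits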
Rpn11 inh: Rpn11 (human) deubiquitinase inhibition. human 26S proteasome, Ub4-pepOG fluorescence polarization; 20S core pre-blocked with epoxomicin. calls only at 20 µM. hit rate 0.59% among 360,000. O00487;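 active = inhibition at 20 µM, scaled to each plate's controls, above about 33%, limit read from the data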
SUMO1 PPI mod: alters human SUMO1 binding to SIM partners. SUMO1 binding to a labelled peptide, TR-FRET, 1 h. hit rate 0.33% among 360,000. AID 602429. inhibition, % at 20 µM. P63165; in the data active = inhibition above about 37%
DNMT1 block: blocks human DNA methyltransferase DNMT1; P26358; DNMT1 molecular beacon, Hinp1I cleavage, fluorescence; inhibition (reported as % activation of signal), % at 10 µM; hit rate 0.83% among 360,000; AID 588458; in the data active = inhibition above about 50%
Numbers without * were called inactive; i = inactive; · = not tested or not shown; + = active, no number.

SMILES	CSN inh	Scp-1 inhibitor	STEP inh	LMPTP inh	TbMetRS inhib	NadD inh	PABP1 MLLE inh	Rpn11 inh	SUMO1 PPI mod	DNMT1 block
Cc1cc(NC(=O)CSCC(=O)OCC(=O)c2ccc(Br)cc2)no1	-1	·	-1	0.7	-0.2	1	22	i	-2	9
O=S(=O)(O)c1cccc2cccc(Nc3ccccc3)c12	4	42	6	5.0	0.0	4	16	i	16	18
O=C(Cn1ncc2c3ccccc3n(Cc3ccccc3F)c2c1=O)NCCN1CCOCC1	6	-9	0	-0.6	-0.2	-13	-1	i	-1	2
Cc1noc(C)c1C(=O)N1CCCC(Nc2ccc(C(C)C)cc2)C1 (stereo not drawn)	3	8	0	-0.9	0.5	-4	3	i	0	-1
CCC(Oc1ccccc1)C(=O)Nc1nc2ccccc2[nH]1 (stereo not drawn)	-5	-6	-1	-0.5	0.7	4	15	i	-3	-3
CC(=O)N(c1ccccc1)c1ccccc1[N+](=O)[O-]	2	·	3	-1.7	-0.3	-6	-5	i	-12	7
Cc1ccc(NC(=O)C(=O)NCCN2CCN(C(=O)C(c3ccccc3)c3ccccc3)CC2)cc1	5	12	-1	1.0	0.2	-2	-12	i	-2	-9
O=C(Cc1cccc(NC(=O)C2CCN(C(=O)C3CCC3)CC2)c1)Nc1cccc(C(=O)N2CCCC2)c1	1	-2	0	-1.3	-0.2	3	-3	i	-3	-3
CCc1ccccc1Cn1c(=O)oc2cccnc21	4	-1	-3	-1.4	0.2	1	-3	i	5	2
Cc1ccc(N(CC(=O)NC2CCCCC2)C(=O)CCCC(=O)Nc2ccccn2)c(C)c1	-2	0	1	-0.1	-0.7	1	15	i	2	4
COc1ccccc1/C=C1\CCC(C2CCCC2)C1=O (stereo not drawn)	4	-8	8	4.1	0.6	-4	8	i	-10	2
COc1cc(NC(=O)c2ccc(S(=O)(=O)N(C)c3ccccc3)cc2)cc(OC)c1	-3	-16	0	4.5	-0.5	-6	-4	i	3	-5
Cc1cc(NC(=O)CSc2nc3c(c(=O)n2CCc2ccccc2)SC(C)C3)no1 (stereo not drawn)	1	-14	0	1.6	0.3	2	-10	i	0	0
CCOc1ccc2[nH]c3c(NCCC(C)C)ncnc3c2c1	0	3	9	-2.8	2.4	0	-17	i	6	-6
COc1ccc(NC(=O)CSc2nnc(CNC(=O)c3ccco3)o2)c(OC)c1	4	-5	-1	-1.7	-1.2	-2	3	i	1	1
c1csc(-c2nc3ccccn3c2NC2CCCCC2)c1	-3	7	0	6.7	-1.0	5	0	i	-5	-1
O=C(NCc1ccco1)C1(c2ccc(Cl)cc2)CCCC1	-3	0	3	0.0	-0.6	11	-2	i	-1	3
Cn1c(=O)c2c(nc(SCC(=O)O)n2Cc2cc3c(cc2Cl)OCO3)n(C)c1=O	-3	30	2	-0.5	-1.2	-1	-106	i	5	0
O=C(NCc1ccccc1)/C(=C\c1ccc(F)cc1)NC(=O)c1ccco1	-4	·	-2	-1.3	0.4	-3	15	i	-5	1
CC(=O)[C@@]12O[C@@H]1C[C@H]1[C@@H]3CC[C@H]4C[C@@H](O)CC[C@]4(C)[C@H]3CC[C@@]12C	-1	15	-2	0.4	2.7	-6	-4	i	-4	1
CCOC(=O)c1c(C)c(C(=O)NCC2CCCO2)c(C)n1CC (stereo not drawn)	-5	-4	0	-1.0	0.0	2	13	i	2	-1
COC(=O)C1=CN(c2ccc(OC)cc2)C(N)=C(C#N)C1c1cccc2ccccc12 (stereo not drawn)	-1	·	·	3.1	0.7	·	·	·	-11	·
O=C(c1ccccc1Cl)N1CCC(N2CCC(C(=O)N3CCCC3)CC2)CC1	2	8	-2	-1.1	-1.0	-5	-4	i	-1	2
O=C(Nc1cccc2c1CCCC2)C1CCN(C(=O)NC2CCCCC2)CC1	4	6	1	-1.4	0.0	2	-5	i	-1	4
C=CCn1c(SCC(=O)Nc2cccnc2Cl)nnc1-c1ccc(C(C)(C)C)cc1	-3	-4	-2	-1.1	0.4	-3	-89	i	-1	1

Entries of single compounds, quoted from the list. Values in the order: CSN inh | Scp-1 inhibitor | STEP inh | LMPTP inh | TbMetRS inhib | NadD inh | PABP1 MLLE inh | Rpn11 inh | SUMO1 PPI mod | DNMT1 block
O=C(NCc1ccco1)C1(c2ccc(Cl)cc2)CCCC1 in the list: -3 | 0 | 3 | 0.0 | -0.6 | 11 | -2 | i | -1 | 3
c1csc(-c2nc3ccccn3c2NC2CCCCC2)c1 in the list: -3 | 7 | 0 | 6.7 | -1.0 | 5 | 0 | i | -5 | -1
COc1cc(NC(=O)c2ccc(S(=O)(=O)N(C)c3ccccc3)cc2)cc(OC)c1 in the list: -3 | -16 | 0 | 4.5 | -0.5 | -6 | -4 | i | 3 | -5
O=C(c1ccccc1Cl)N1CCC(N2CCC(C(=O)N3CCCC3)CC2)CC1 in the list: 2 | 8 | -2 | -1.1 | -1.0 | -5 | -4 | i | -1 | 2
Cc1cc(NC(=O)CSCC(=O)OCC(=O)c2ccc(Br)cc2)no1 in the list: -1 | · | -1 | 0.7 | -0.2 | 1 | 22 | i | -2 | 9

More compounds follow.
SMILES	CSN inh	Scp-1 inhibitor	STEP inh	LMPTP inh	TbMetRS inhib	NadD inh	PABP1 MLLE inh	Rpn11 inh	SUMO1 PPI mod	DNMT1 block
O=C1CC(c2ccco2)CC(O)=C1C=NCCN1CCN(C2CC(=O)N(c3ccccc3)C2=O)CC1 (stereo not drawn)	7	-4	12	-1.1	-0.5	0	-5	i	0	2
CN1CCN(S(=O)(=O)c2ccc(Br)s2)CC1	-3	-5	-2	-1.2	-1.4	0	-8	i	-6	1
O=C1CS(=O)(=O)N(Cc2ccccc2F)c2ccc(Br)cc21	3	-7	-1	-0.3	0.1	7	30	+	5	-30
CC(Nc1nc(-c2ccc3c(c2)NC(=O)CO3)cs1)c1ccccc1 (stereo not drawn)	-10	3	0	34	-0.1	3	1	i	-5	-14
N#C/C(=N\Nc1ccc(F)cc1)C(=N)N1CCCCC1	-6	-5	-2	0.2	0.1	-7	-10	i	-4	10
Cc1ccc(C(=O)N[C@H](C(=O)Nc2ccc(F)cc2)C(C)C)cc1	5	-13	0	0.1	-0.3	-8	4	i	-6	2
CC(=O)Nc1ccc(C(=O)COC(=O)CN2C(=O)NC3(CCCCC3C)C2=O)cc1 (stereo not drawn)	-3	3	-2	-1.1	-0.5	-4	3	i	-1	-6
COc1ccc(-c2nnc(NC(=O)c3cc(Cl)ccc3Cl)o2)cc1	0	-5	6	-0.5	0.8	14	-9	i	10	2
CCOC(=O)COc1ccc(S(=O)(=O)Nc2cccc(SC)c2)cc1	2	-2	2	0.5	0.3	-11	-14	i	2	-6
CCCN(CCC)C(=O)c1cn(CC)c2ccc(S(=O)(=O)N3CCCCC3)cc2c1=O	1	0	1	0.1	-0.5	-6	-7	i	2	0
COc1ccccc1NC(=O)N(O)C1(C#N)CCCCC1	5	-8	3	0.2	-0.4	2	1	i	1	2
CCc1ccc(N(CC(=O)NCCc2ccccc2)C(=O)CCC(=O)Nc2ccccn2)cc1	4	14	-3	-2.0	-1.6	-6	8	i	24	1
CN(C)c1ccc(-c2csc(C(O)c3ccccc3)n2)cc1 (stereo not drawn)	6	·	-2	1.4	-0.1	-11	2	i	-1	-1
CC(C)CCN1CCN(Cc2cnc(-c3ccccc3)s2)CC1CCO (stereo not drawn)	-6	-8	0	-0.9	0.0	-6	-4	i	-3	0
C/C(=N\NC(=O)c1ccc(F)cc1)c1cccc(NC(=O)c2ccco2)c1	0	-6	4	0.3	-0.3	-3	10	i	3	1
CC1Cc2ccccc2N1C(=S)NC(=O)C1(C)CC1(Cl)Cl (stereo not drawn)	0	50*	2	-1.3	-0.8	-1	19	i	4	-1
Cc1ccc(S(=O)(=O)c2cc(OC(=O)c3ccco3)ccc2OC(=O)c2ccco2)cc1	-11	1	-1	2.0	-1.1	0	3	i	10	13
COc1ccccc1NS(=O)(=O)c1ccc(O)c(C(=O)OCC(=O)Nc2ccccc2F)c1	-6	-10	2	0.0	0.0	-5	-5	i	15	3
COc1cccc(/C=N/NC(=O)c2cccc3ccccc23)c1OC	2	-10	12	26	0.0	-2	1	+	2	-3
CCCCNC(=O)NC1C(NC(=O)NCCCC)N(C)C(=O)N1C (stereo not drawn)	-1	-1	3	-0.6	-0.5	-2	7	i	0	6
CN1C(=O)/C(=C/c2ccccc2Cl)Sc2ccc(C(=O)N3CCCC3)cc21	-2	-2	4	1.0	-1.0	-3	-2	i	-15	-3
O=C(COc1ccccc1)N1CCCC1	-3	-12	-3	-1.6	-0.4	-5	8	i	-5	1
O=C1c2cccc3cc([N+](=O)[O-])cc(c23)C(=O)N1c1ccccc1O	-1	-5	1	1.1	-0.2	-5	14	i	-29	3
Cc1nc(-c2ccc(Cl)cc2)sc1C1(C)CC(c2cccnc2)=NO1 (stereo not drawn)	0	-8	-2	2.6	0.3	3	19	i	-3	-12
O=C1CC(c2nc3ccccc3[nH]2)CN1c1ccccc1F (stereo not drawn)	2	2	2	-0.5	2.2	-1	-15	i	-1	1

Later entries.
SMILES	CSN inh	Scp-1 inhibitor	STEP inh	LMPTP inh	TbMetRS inhib	NadD inh	PABP1 MLLE inh	Rpn11 inh	SUMO1 PPI mod	DNMT1 block
CC1CCCC(C)N1C(=O)CSc1nnc(COc2ccccc2)n1-c1ccccc1 (stereo not drawn)	3	-1	-4	-0.6	-1.7	13	2	i	-6	-4
CCOc1ccc(Nc2nc(N)c([N+](=O)[O-])c(N3CCN(CC)CC3)n2)cc1	0	-1	0	-0.5	-0.1	-6	4	i	-9	-1
COc1ccccc1N(/N=C1\Sc2ccccc2C1=O)C(C)=O	-1	-23	-1	-0.2	0.5	-4	-3	i	-26	35
CCOC(=O)c1c(C(F)(F)F)cc(-c2ccc(F)cc2)nc1C	-3	-7	2	-0.4	-0.1	-1	3	i	3	-3
CN(C)c1cccc2c(S(=O)(=O)N3CCCC3)cccc12	0	-1	0	-0.1	-0.1	-2	0	i	-6	1
O=C(/C=C/c1cn(-c2ccccc2)nc1-c1ccccc1)Nc1ccc(C(=O)O)cc1	-4	-1	-1	12	-0.2	6	-3	i	-13	-3
CCCN1C/C(=C/c2cccc([N+](=O)[O-])c2)C(=O)/C(=C/c2cccc([N+](=O)[O-])c2)C1	4	12	0	2.3	0.4	27	0	i	-16	3
Cc1ccc2cc3cc(C(=O)NCCN4CCOCC4)oc3nc2c1	0	-10	-3	0.1	-2.5	1	0	i	-24	7
